Assay outcomes: PubChem BioAssay, several laboratories
RPL19A-GFP yeast: RPL19A-GFP expression modulators in yeast, primary screen, cell-based, S. cerevisiae, multiplex flow cytometry, MLPCN. S. cerevisiae RPL19A-GFP strain, 3 h; active compounds read low. percent response vs DMSO, % at 10 µM. hit rate 0.3% among 330,000. AID 2025, 2009;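 active means percent response vs DMSO below 50%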;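 further: median channel GFP fluorescence of the barcoded RPL19A-GFP strain; ratio of sample median GFP to plate DMSO average so 100% = DMSO; lower means less RPL19A-GFP as with rapamycin TOR inhibition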
AHR act: AHR activators, primary screen, cell-based, luminescence, luciferase reporter, human | AHR-responsive luciferase reporter cells | activation, % at 5 µM | hit rate 2.5% among 320,000 | AID 2796, 2010; in the data active means activation above about 47%;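 further: 0% = vehicle wells and 100% = reference agonist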
EBNA-1 inh: EBNA-1 DNA-binding inhibitors, primary screen, biochemical, fluorescence polarization | inhibition, % at 14.8 µM | hit rate 0.34% among 300,000 | AID 1950, 2009; in the data active means inhibition above about 28%
procasp7 counter: procaspase-7 activators, primary screen, counter-screen for procaspase-3 activator project, biochemical, absorbance, HTS, human; Caspase-7 (Homo sapiens), P55210; recombinant procaspase-7, Ac-DEVD-pNA absorbance 405 nm; D23A/D198A/D206A triple mutant, cannot self-cleave; scale: DMSO 0, 5 µM enzyme 100; activation, % at 8.5 µM; hit rate 0.093% among 330,000; AID 463210, 2010;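 active means percent activation above the screen-wide mean plus 3 SD, cut at about 25% in these data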
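buffer or medium = Zinc-free HEPES/NaCl buffer, pH 7.4 | material = Procaspase-7 triple mutant (PC-7 D3A) | input = 2 µM procaspase-7 mutant as dispensed | signal = Epi-absorbance of released pNA at 405 nm, two timepoints | timing = 1 h preincubation, 2 h reaction | replicates = singlicate compound testing | evaluation = % activation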
MEP2-GFP yeast: modulators of MEP2-GFP levels in yeast, primary screen, S. cerevisiae, multiplex flow cytometry, MLPCN library; GFP response vs DMSO, % at 10 µM; AID 2016, 2009; S. cerevisiae MEP2-GFP strain, 3 h; 100% = DMSO control level; hit rate 0.51% among 330,000;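 active means GFP response versus DMSO above a set limit, roughly screen mean plus 3 SD, cut at about 180% in these data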;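 further: median GFP fluorescence of the barcode-gated MEP2-GFP cells per well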
proCasp3 act: activators of human procaspase-3 D3A mutant, primary screen, biochemical, absorbance, PC-3 D3A mutant, single concentration; Caspase-3 (Homo sapiens), P42574; activation, % at 8.5 µM; AID 463141, 2010; recombinant procaspase-3 D3A, Ac-DEVD-pNA absorbance 405 nm; hit rate 0.11% among 330,000;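 active means activation above the mean of all tested compounds plus 3 SD, cut at about 21% in these data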;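 further: 0% = DMSO alone and 100% = DMSO wells spiked with extra 5 µM PC-3 D3A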
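material = Procaspase-3 D3A mutant | probe or stimulus = Ac-DEVD-pNA | compound = single dose, 8.5 µM nominal compound, 0.8% DMSO | timing = 1 h preincubation, 2 h reaction | measured by = 405 nm absorbance of p-nitroaniline, reads at 0 and 120 min | benchmarks = DMSO-only low control, 5 µM PC-3 D3A high control | repeats = singlicate, each compound tested once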
LAP4 TOR yeast: modulators of LAP4-GFP expression in yeast, primary screen, S. cerevisiae, multiplex flow cytometry, MLPCN library; 3 h; median GFP as percent of DMSO wells; GFP response vs DMSO, % at 10 µM; hit rate 0.34% among 320,000;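 active means GFP response vs DMSO above a set limit, about the screen mean plus 3 SD, cut at about 150% in these data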
ZTA DNA inh: blocks Epstein-Barr virus ZTA, an EBNA-1 counter-screen. hit rate 0.15% among 320,000. ZTA-DNA binding, fluorescence polarization. inhibition, % at 11 µM. P03206; in the data active means inhibition above about 33%
* marks the source's active call; other numbers are inactive results; / = no result given. Not a hit list, and some 3.8% of all compounds hit somewhere here.

The first 2 records (preview)
SMILES	RPL19A-GFP yeast	AHR act	EBNA-1 inh	procasp7 counter	MEP2-GFP yeast	proCasp3 act	LAP4 TOR yeast	ZTA DNA inh
O=C1c2ccccc2S(=O)(=O)c2cc(C(=O)N3CCN(c4ncccn4)CC3)ccc21	97	0	11	-7	90	8	107	19
COc1ccc(CC(NC(C)=O)C(=O)NC2CCN(c3nc(C)cc(C)c3C#N)CC2)cc1 (stereo unspecified)	100	5	-5	2	96	6	113	3

Main list, previewed entries included:
SMILES	RPL19A-GFP yeast	AHR act	EBNA-1 inh	procasp7 counter	MEP2-GFP yeast	proCasp3 act	LAP4 TOR yeast	ZTA DNA inh
O=C1c2ccccc2S(=O)(=O)c2cc(C(=O)N3CCN(c4ncccn4)CC3)ccc21	97	0	11	-7	90	8	107	19
COc1ccc(CC(NC(C)=O)C(=O)NC2CCN(c3nc(C)cc(C)c3C#N)CC2)cc1 (stereo unspecified)	100	5	-5	2	96	6	113	3
NS(=O)(=O)c1ccc(NC(=O)COc2ccc(S(=O)(=O)N3CCCC3)cc2)cc1	104	-2	-1	9	104	5	100	-5
CCOc1ccc2oc(C(=O)NNC(=O)c3ccccc3O)c(C)c2c1	92	12	73*	-3	108	-13	102	-11
COc1ccc(CCNC(=O)COC(=O)Cc2ccccc2F)cc1	101	0	/	-10	94	4	92	/
CCOC(=O)c1cc(-c2ccc(/C=C3/C(=O)N(c4ccc(C(=O)O)cc4)N=C3C)o2)ccc1Cl	99	0	-2	19	107	-2	102	9
CCn1cc2nc(SCC(=O)Nc3ccc(OC)cc3OC)n(Cc3ccc(OC)cc3)c(=O)c2n1	101	-1	10	5	106	2	94	2
Cc1ccccc1C(=O)N1c2ccccc2OCC1C(C)(C)C (stereo unspecified)	104	-2	-4	11	108	4	97	-16
Cc1c(CCC(=O)NCCCn2ccnc2)c(=O)oc2c(C)c3oc4c(c3cc12)CCCC4	99	-3	-4	-6	109	5	106	13
COc1ccccc1CCc1nnc(CCC(=O)NC(C)Cc2cccs2)o1 (stereo unspecified)	106	4	5	-9	104	8	87	-8
CC(C)(C)OC(=O)C[C@H]1C/C=C\C[C@@H](CC(=O)N[C@@H](CO)Cc2ccccc2)C(=O)NC[C@@H](c2ccccc2)OC1=O	96	-1	/	8	99	6	107	/
O=C(NCc1ccccc1Cl)C(=O)NCC1CCCN1S(=O)(=O)c1cccs1 (stereo unspecified)	99	-2	9	1	101	3	105	-5
CN(C)C(CNC(=O)c1ccc(S(=O)(=O)NCc2ccco2)cc1)c1ccccc1 (stereo unspecified)	100	4	-13	1	100	-6	94	-3
Cc1ccc(C(=O)C(OC(=O)CN2C(=O)c3ccccc3C2=O)c2ccccc2)cc1C (stereo unspecified)	100	0	21	4	97	9	101	6
Cc1ccc2nc(Nc3nc(CSc4nnnn4-c4ccccc4)cc(=O)[nH]3)nc(C)c2c1	99	-1	-7	8	106	7	91	-11
CC(=O)c1ccc(NC(=O)CN2CCN(c3ncccn3)CC2)cc1	104	-4	11	0	102	2	98	-14
Cc1ccc(S(=O)(=O)N2CCN(C(=O)CCCOc3cccc(C)c3)CC2)cc1	97	-1	/	0	101	17	94	-22
C/C(CCc1ccc2c(c1)OCO2)=N\N=C(/N)SC1CC(=O)N(c2ccc(Cl)cc2)C1=O (stereo unspecified)	99	7	-4	-1	107	-2	98	10
CCOc1cc(CNCC2CCCO2)cc(Br)c1OCC(N)=O (stereo unspecified)	103	-1	-1	3	99	-6	99	-9
Cc1nc(-c2ccccc2)sc1C(N)=O	98	2	3	-8	93	4	99	0
CN(Cc1ccc(-n2cccn2)cc1)Cc1cn(C)nc1-c1ccccc1F	94	8	-5	7	92	4	86	6
Cc1ccc(N(CCC#N)C(=O)COC(=O)C2=COCCO2)cc1	97	1	-4	5	98	6	94	-2
COc1ccc(OC)c(S(=O)(=O)Nc2ccc3c(c2)N(C(C)=O)CCC3)c1	102	0	6	4	96	-8	112	-17
CC(C)NS(=O)(=O)c1ccc(NC(=O)c2cccnc2)cc1	103	1	-7	2	97	5	103	13
Cc1[nH]nc2c1C1(CCC(c3ccccc3)CC1)C(C#N)=C(N)O2 (stereo unspecified)	98	1	-9	-7	107	2	105	-9

Ordered by SMILES length (lowest first): three of the compounds above
SMILES	RPL19A-GFP yeast	AHR act	EBNA-1 inh	procasp7 counter	MEP2-GFP yeast	proCasp3 act	LAP4 TOR yeast	ZTA DNA inh
Cc1ccc(N(CCC#N)C(=O)COC(=O)C2=COCCO2)cc1	97	1	-4	5	98	6	94	-2
COc1ccccc1CCc1nnc(CCC(=O)NC(C)Cc2cccs2)o1 (stereo unspecified)	106	4	5	-9	104	8	87	-8
CCOC(=O)c1cc(-c2ccc(/C=C3/C(=O)N(c4ccc(C(=O)O)cc4)N=C3C)o2)ccc1Cl	99	0	-2	19	107	-2	102	9

Following part.
SMILES	RPL19A-GFP yeast	AHR act	EBNA-1 inh	procasp7 counter	MEP2-GFP yeast	proCasp3 act	LAP4 TOR yeast	ZTA DNA inh
Cc1ccc(C(=O)N2CCSCC2)cc1	103	1	3	9	110	5	104	16
CCN(CC)CCCNC(=O)c1cc(-c2ccc(Cl)cc2)on1	101	-11	-2	0	86	9	103	9
COc1ccc(Cl)cc1N(CC(=O)NCCSCc1ccccc1)S(C)(=O)=O	102	0	-4	3	102	-6	87	-26
COc1ccc(Nc2ccc(C(=O)O)cc2[N+](=O)[O-])cc1	100	0	7	-14	105	-1	95	11
CC1CCN(c2nc3ccc(C(=O)NCCCN4CCCCC4C)cc3s2)CC1 (stereo unspecified)	98	-10	2	0	87	5	85	0
O=C(O)c1cc(S(=O)(=O)N2CCCCC2)ccc1F	110	-1	-1	1	105	-6	108	1
CCOc1ccccc1NC(=O)C(OC(=O)C1CC1)c1ccccc1 (stereo unspecified)	96	6	-4	8	95	-6	107	-8
COc1ccc(NC2CC(=O)NC2=O)cc1 (stereo unspecified)	98	1	0	1	97	-4	98	8
O=C(/C=C/c1ccco1)Nc1ccccn1	100	0	-10	10	102	-5	105	-5
Brc1ccc(-c2nc(-c3ccccc3)no2)o1	104	124*	3	2	99	-3	103	-9
O=C(COC(=O)CNC(=O)c1ccc(Cl)c([N+](=O)[O-])c1)NNC(=O)c1ccccc1F	105	2	/	-3	106	3	103	-10
COc1cc(/C=N/NC(=O)C(Cc2c[nH]c3ccccc23)NC(=O)OCC(C)C)cc([N+](=O)[O-])c1OCc1ccccc1 (stereo unspecified)	103	64*	4	-1	105	-1	100	9
O=C(CCCN1C(=O)c2cccc3cccc(c23)C1=O)N1CCN(c2ncccn2)CC1	109	-8	-1	-12	110	-5	95	-2
CSc1ccccc1C(=O)NC1CCCCC1	100	-4	9	-3	106	19	97	-11
COc1ccc(-c2nn(-c3ccccc3)cc2/C=C(\CC(=O)O)c2nc3ccccc3s2)cc1OC	103	5	-1	-8	107	4	101	11
CC1CCCN(CC(=O)N2c3ccccc3Sc3ccccc32)C1 (stereo unspecified)	92	-2	-7	-1	87	-8	93	-10
CCN(CC)S(=O)(=O)c1ccc2c(c1)N(CC(=O)Nc1cccnc1Cl)C(=O)CO2	100	1	0	-2	96	-9	94	23
O=C(CSc1nnc(NC(=O)c2ccccc2Cl)s1)NC1CC1	82	8	-13	-8	122	-7	95	8
Cc1c(N=C2N=C(NC(=O)c3ccc(F)cc3)c3ccccc32)c(=O)n(-c2ccccc2)n1C	105	8	13	9	109	2	105	19
O=C(O)C1CN(C(=O)c2cccc(Br)c2)C1	106	5	-8	-5	104	-7	111	-23
O=C(Nc1ccccc1C(=O)N1CCOCC1)c1ccc(F)cc1	91	4	-10	3	94	-7	/	-3
CC1CC(C)(C)NC(=S)N1CCCC(=O)N1CCN(c2ccccc2F)CC1 (stereo unspecified)	103	4	-1	4	106	-3	100	-3
CCn1c(C)nc2cc(C(=O)NN=Cc3ccccc3OC(F)F)ccc21	98	-2	/	-1	101	3	97	/
CSCC[C@H](NC(=O)OC(C)(C)C)c1nnc(SCC(=O)Nc2c(C)cccc2C)o1	103	1	11	6	104	6	96	-1
Cc1ccc(S(=O)(=O)n2cnc3cc([N+](=O)[O-])ccc32)c(C)c1	103	-2	1	-6	83	12	92	-22

(more compounds)
SMILES	RPL19A-GFP yeast	AHR act	EBNA-1 inh	procasp7 counter	MEP2-GFP yeast	proCasp3 act	LAP4 TOR yeast	ZTA DNA inh
COc1ccc(OCC(O)CNC(=O)c2sccc2Cl)cc1 (stereo unspecified)	94	-3	6	4	99	5	109	-7
CCN1CCN(CCCNC(=O)c2cc3c(=O)oc4ccc(C)cc4c3s2)CC1	104	0	0	5	102	7	100	-1
COc1ccc(OC)c(NC(=O)c2cnn(-c3ccccc3)c2C)c1	102	76*	-5	6	117	7	103	-2
COc1ccc(Nc2nc(N)nc(C(F)(F)F)n2)c(OC)c1	107	76*	-9	-2	102	1	104	-11
COC(=O)C1=C(C(=O)OC)C(c2cc([N+](=O)[O-])ccc2O)c2sc(=O)[nH]c2S1 (stereo unspecified)	109	4	1	-30	102	-31	109	9
CCOc1ccccc1N(CC(=O)NCc1ccco1)C(=O)CCC(=O)Nc1nccs1	103	7	2	-5	112	3	102	-13
COC(=O)CSc1nc2ccccc2nc1SCC(=O)OC	102	3	14	0	106	-10	104	10
COc1ccc(C(=O)COC(=O)CCN=C2NS(=O)(=O)c3ccccc32)cc1OC	105	0	6	-2	108	7	112	-6
CC(C)N(C(=O)Cn1c(SCC(=O)NCc2ccc3c(c2)OCO3)nc2ccccc21)C(C)C	95	2	-21	5	96	-4	96	-4
O=C(/C=C/Nc1ccc(Br)cc1F)c1ccco1	88	46	-4	-10	92	-10	105	2
O=C(COC(=O)CCCC1=NS(=O)(=O)c2ccccc2N1)Nc1ccc(Br)cc1	98	1	2	7	98	2	96	3
CC(=O)Nc1ccc(C2(c3ccc(NC(C)=O)cc3)C(=O)Nc3ccccc32)cc1	95	0	8	7	88	9	102	16
Cc1cc(NC(=O)CN(C)S(=O)(=O)c2cnc[nH]2)ccc1Br	102	5	-16	1	108	1	92	-3
O=C(COc1ccccc1F)NCC(c1ccco1)N1CCCC1 (stereo unspecified)	92	1	4	2	83	-1	83	-4
CN(c1ccccc1)S(=O)(=O)c1cccc(NC(=O)CN2CCCc3ccccc32)c1	101	4	6	-3	104	-4	101	-1
Cc1ccc(C2=CC(=O)C[C@H](c3ccc(Cl)cc3)C2)cc1	98	0	/	4	99	5	113	-11
CC1(C)NC(=O)N(CC(=O)Nc2cc(C(F)(F)F)cc(C(F)(F)F)c2)C1=O	97	3	11	-6	91	-1	87	8
Cc1ccc(S(=O)(=O)NCCC(=O)OCC(=O)NCCc2ccccc2)cc1C	92	-4	-6	2	94	14	100	-1
Cc1ccc(C)c(NC(=O)CCN2CCN(C)CC2)c1	101	0	-5	14	111	-4	86	-5
Cc1ccc(NC(=O)CN2CCCCCC2)cc1[N+](=O)[O-]	98	3	5	-4	100	5	99	13
COc1ccc(-c2csc3ncnc(Oc4ccc5c(C)cc(=O)oc5c4)c23)cc1	101	3	-6	7	101	5	99	5
CSc1ncccc1C(=O)NCCc1ccc(S(N)(=O)=O)cc1	109	-3	0	9	104	5	100	-11
COc1ccccc1NC(=O)c1nn(-c2cccc(C(F)(F)F)c2)ccc1=O	104	-7	1	4	105	-9	105	-6
COc1ccc(NC(=O)c2cccc(OS(=O)(=O)N(C)C)c2)cc1	99	29	-6	2	102	-2	89	-16
Cc1ccccc1OCCCC(=O)Nc1nccs1	96	1	0	8	111	-5	109	1
